bCat nuc transl = beta-catenin nuclear translocation modulation; HeLa beta-catenin nuclear translocation, immunofluorescence imaging; nuclear translocation activity, % at 5 µM; actives 0.3% (n = 190,000); AID 1665;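 active means nuclear translocation activity above 50% at 5 µM, with a well cell count of 50 or more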;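 further: per-cell ratio of nuclear to cytoplasmic median beta-catenin stain intensity; plate controls were DMSO negative control for no effect and GSK-3 inhibitor IX positive control for full effect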
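Assay system: human HeLa cells, native beta-catenin; doses: 5 µM primary, 0.02–20 µM confirmation; incubation: compound treatment 24 h, 37°C, 5% CO2; technique: fluorescence imaging of beta-catenin antibody stain plus DAPI; measure: % activation, nuclear-to-cytoplasmic median beta-catenin signal ratio per cell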
Autophagy mod = autophagy modulation, high-content screen. MEF GFP-LC3 puncta imaging; test concentration mostly 10 µM. calls only at 10 µM (by protocol). actives 0.98% (n = 190,000). AID 463193;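 active means percentage of spot-positive cells more than 3 SD above its plate mean, without a fluorescence outlier flag or 80% toxicity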;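 further: spot-positive cell cutoff set from DMSO-treated cells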
Yfh1-off respiration = mitochondrial function rescue without frataxin homolog – Friedreich's ataxia, plus single-dose screen, dose response (AID 1465); S. cerevisiae Yfh1-off respiration, WST-1 reduction, 72 h; higher fold induction means a stronger effect; actives 0.074% (n = 220,000); fold induction at 50 µM, or EC50 in µM where a hit was titrated;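 active means fold induction of absorbance versus untreated yeast above a set limit, then at least 30% activation at any dose in follow-up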;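 further: activators that raise dye reduction in frataxin-depleted yeast; strong numbers were not always called active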
Dynein cargo inh = dynein cargo transport inhibition; z-score, hits read low; actives 0.47% (n = 220,000); 3617.4 mouse cells, GR-EGFP nuclear translocation imaging; test concentration mostly 20 µM; stimulated with dexamethasone, 1 µM; hits give low values; AID 1381;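 active means plate z-score of nuclear minus cytoplasmic receptor signal below a set negative limit, without overly bright fluorescence or cell loss, cut at about -3.5 in these data, passing the limit was not always enough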;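 further: z-score of nuclear minus cytoplasmic ring GR-EGFP intensity difference per well; some compounds called inactive have numbers as strong as hits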
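Buffer or medium – tet-free medium with charcoal-stripped serum · Signal – automated 10x imaging of fixed Hoechst-stained cells · Also added – dexamethasone agonist, 1.0 µM final, for 30 min · Incubation – induction 48 h, compound 1 h, agonist 30 min · Read-out – GR-EGFP nuclear translocation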
M17LAP inhibition = P. falciparum M17LAP inhibitors, primary screen, biochemical, fluorogenic H-Leu-NHMec substrate, 1536-well (AID 1619); actives 0.38% (n = 220,000); one-dose inhibition, % at 30 µM; IC50 in µM for titrated hits; recombinant M17LAP, H-Leu-NHMec fluorogenic kinetic assay; higher % means a stronger effect;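 active means compound inhibiting the enzyme by more than half at any dose during confirmatory dose-response retesting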;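 further: plate controls were full reaction with DMSO carrier for no effect and no enzyme background for full effect; strong numbers were not always called active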
MT stabilize HCS = microtubule stabilizers in HeLa cells; HeLa tubulin immunostaining HCS, 24 h; share of cells brighter than vehicle mean+2SD; % tubulin-high responders, % at 10 µM; actives 0.83% (n = 200,000); AID 2205;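 active means plate Z-score above 3 for both tubulin-high and condensed-nucleus cell shares, with cell loss under 80%, at 10 µM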;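 further: anti alpha tubulin signal scored within the nucleus-defined area of each cell; some results filed as inactive read as strong as hits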
Insulin prom up = MIN6 insulin promoter up-regulation; MIN6 insulin promoter-GFP reporter, high-content imaging; hits give high values; z-score at 5 µM; actives 0.3% (n = 190,000); AID 1625;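 active means z-score above 3 at 5 µM with at least 500 cells counted in the well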
NOD1 inhibition = inhibition of NOD1-driven NF-kB reporter – cell-based, luminescence, uHTS, primary screen (AID 1578). NOD1-driven NF-kB luciferase reporter cells, luminescence; higher % means a stronger effect. inhibition, % at 4 µM; hits with a dose series show EC50 in µM. actives 1% (n = 290,000); in the data active means inhibition mostly above about 36%, no sharp cut-off; inactive means mostly below about 34%;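 further: HEK-293T reporter cells stimulated with the NOD1 agonist gamma-tri-DAP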
NOD2 inhibition = NOD2 signaling inhibitors, cell-based, luminescence, uHTS, HEK293 (AID 1566) | inhibition, % at 4 µM; hits with a dose series show EC50 in µM | actives 0.63% (n = 290,000) | HEK293 NOD2/NF-kB luciferase reporter, luminescence; higher % means a stronger effect; in the data active means inhibition above about 50%; further: many of its hits are not listed in these tables
Dynein cargo inh cytoplasmic EGFP = further read-out of Dynein cargo inh, marked with its call; z-score; measured here: cytoplasmic GR-EGFP intensity; hits give high values
Dynein cargo inh nuclear GR-EGFP = recorded beside Dynein cargo inh, whose call it bears; z-score; measured here: nuclear GR-EGFP intensity;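 lower value marks the stronger effect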
Dynein cargo inh cell count = also measured in Dynein cargo inh; calls as there; z-score; measured here: cell count per field
Insulin prom up cell count = recorded beside Insulin prom up, whose call it bears; cell count; measured here: cytotoxicity, nuclei count;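 total cells summed across four imaged fields per well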
bCat nuc transl cell count 5 µM = second read-out of bCat nuc transl, no call of its own (marks repeat the call); cell count; measured here: cell count, cytotoxicity flag
MT stabilize HCS Hoechst-high % = further read-out of MT stabilize HCS, marked with its call; % Hoechst-high responders; measured here: nuclear condensation Hoechst responders;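 share of cells brighter than vehicle mean plus two SD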
MT stabilize HCS cytotoxicity % = second read-out of MT stabilize HCS, no call of its own (marks repeat the call); toxicity, %; measured here: cytotoxicity by cell density;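 0% = mean cell density of plate MIN control wells and 100% = no cells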
Autophagy mod cell loss 18 h = further read-out of Autophagy mod, marked with its call; toxicity, %; measured here: cell loss, nuclei count;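 cell loss after 18 h compound exposure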
Active calls of the source: *; i = inactive; . = not tested or not shown. An excerpt (hit frequency here may not be typical).

SMILES	bCat nuc transl	bCat nuc transl cell count 5 µM	Autophagy mod	Autophagy mod cell loss 18 h	Yfh1-off respiration	Dynein cargo inh	Dynein cargo inh cytoplasmic EGFP	Dynein cargo inh nuclear GR-EGFP	Dynein cargo inh cell count	M17LAP inhibition	MT stabilize HCS	MT stabilize HCS Hoechst-high %	MT stabilize HCS cytotoxicity %	Insulin prom up	Insulin prom up cell count	NOD1 inhibition	NOD2 inhibition
Cc1ccc(C(=O)Oc2coc(CSc3nnc(NC(=O)c4cccs4)s3)cc2=O)cc1	-1.3	508	i	-3	i	0.95	-0.24	0.092	-1	14%	2.4	1.7	0.7	-0.54	1246	-22%	-110%
CN(C)S(=O)(=O)c1cc(NC(=O)Cn2ccsc2=N)ccc1Cl	-4.1	1042	i	9	i	0.36	-0.2	0.7	-0.17	3%	2.5	1.5	4.6	0.96	1338	-33%	7%
Nc1c(N2CCCC2)c2ccccc2oc1=O	-0.4	887	i	13	i	-0.63	-0.079	0.14	0.53	5%	2.5	1.7	1.4	.	.	-11%	-6%
CCOc1ccc(C(=O)Nc2ccc(NC(=O)c3cccs3)cc2)cc1[N+](=O)[O-]	1.7	1155	i	17	i	-0.47	-0.23	-0.34	0.45	-1%	3.1	2.6	7.1	0.47	1565	-12%	9%
CCCN(CCC)CCNC(=O)C(NS(=O)(=O)c1ccc2c(c1)CCC(=O)N2)c1ccccc1 (stereo not given)	.	.	i	2	i	0.035	-0.13	0.23	-1.2	6%	1.0	2.1	4.9	-0.64	1240	-3%	26%
Cc1ccc2c(c1)C1CN(C)CCC1N2CC(=O)N(C)c1ccccc1 (stereo not given)	0.2	1100	i	-9	i	1.8	-0.063	1.3	-1.2	2%	3.0	2.6	12	-0.25	972	-11%	10%
Cc1cc(C)n(Cc2ccccc2Cl)n1	-7.7	1034	i	-11	i	0.5	-0.34	0.3	0.085	0%	3.8	2.7	6.0	-0.3	1385	-13%	2%
O=C1CC(N2CCC(O)(c3ccc(Cl)cc3)CC2)C(=O)N1 (stereo not given)	-1.1	941	i	0	i	-0.88	-0.17	-0.83	0.82	6%	3.0	2.5	1.9	-0.29	1329	-30%	-11%
CCOc1ccc(NC(=O)N(C2CCCCC2)C2CCN(C(C)=O)CC2)cc1	.	.	i	5	i	0.95	-0.029	0.82	-1.1	.	1.6	3.5	8.8	.	.	.	.
CSCCC(NS(=O)(=O)c1ccc(Cl)cc1)C(=O)OCC(=O)c1ccc(F)cc1 (stereo not given)	1.2	999	i	6	i	-0.71	-0.28	-0.56	0.03	-5%	1.7	3.1	6.2	.	.	-10%	10%
O=C(O)c1ccccc1S(=O)(=O)Cc1ccccc1	.	.	i	-59	i	2.3	-0.19	1.4	-0.21	-3%	3.0	2.3	9.4	1.1	1270	-16%	3%
O=C(O)c1cccc(NS(=O)(=O)c2ccc3nnn(O)c3c2)c1	.	.	i	5	i	2.1	-0.29	1.5	-0.84	5%	5.6	20	98	-0.19	1025	0%	19%
C/C(=N/NC(=O)c1ccccc1)C1=C(O)CC(C)(C)CC1=O	-0.4	1538	i	-15	i	-0.21	-0.29	0.25	-0.21	.	3.3	1.0	8.3	0.46	1488	-23%	8%
CC(=O)N1CCN(C(=O)c2cc(S(=O)(=O)Nc3ccc(S(C)(=O)=O)cc3)ccc2Cl)CC1	-3.0	1092	i	5	i	-0.71	-0.25	-0.22	0.45	16%	4.9	2.9	5.1	-0.01	1036	15%	2%
Cc1ccc(/C=N/NC(=O)c2c(-c3ccccc3)noc2C)o1	-2.5	554	i	4	i	0.54	0.014	0.84	-0.51	30%	2.5	1.2	7.7	-0.67	1126	-23%	8%
COc1ccc(-c2nc(C#N)c(NCCN(C)C)o2)cc1	.	.	i	-1	i	0.08	-0.15	0.24	0.85	-15%	1.2	3.8	5.8	.	.	.	.
CCc1cccc(C)c1NC(=O)CO/N=C(\C)c1cc2ccccc2o1	.	.	i	3	i	-0.048	-0.33	-0.37	0.19	-10%	2.0	2.0	1.8	0.27	1350	-8%	1%
CNC(=O)C(C)NS(=O)(=O)c1ccc(F)cc1 (stereo not given)	-3.2	1169	i	22	i	-0.28	0.17	0.32	-0.23	11%	2.0	1.3	5.8	-0.4	946	-1%	14%
CN(C)CCN(Cc1ccccc1)c1nccc(N(C)C)c1C#N	.	.	i	3	i	0.48	-0.35	-0.1	-0.22	17%	0.9	1.2	16	0.5	881	-2%	4%
CC(=O)c1ccc2c(c1)c1ccccc1n2CC(C)C	1.7	1124	i	11	i	1.4	-0.55	0.57	0.25	6%	2.6	0.8	18	1.8	912	-5%	4%
COc1ccc(NC(=O)N2CCCC(c3nc(-c4ccc(OC)cc4)no3)C2)cc1 (stereo not given)	0.3	1495	i	-3	i	0.95	-0.36	0.57	0.15	11%	1.6	1.7	8.4	0.11	1325	-19%	3%
Cc1cc(C(=O)O)cc(S(=O)(=O)N2CCOCC2)c1C	1.9	1006	i	-7	i	-0.47	-0.28	-0.17	0.31	-1%	2.0	1.8	23	1.2	1883	-11%	21%
Cc1ccccc1S(=O)(=O)Cc1ccc(C(=O)NCc2cccs2)o1	.	.	i	5	i	0.032	-0.19	0.023	1.2	-2%	4.9	2.8	7.7	-0.31	940	-8%	6%
O=C(NCc1ccncc1)NC1CCCCC1	0.1	1030	i	-7	i	0.29	-0.33	0.38	0.2	8%	0.9	0.9	4.2	-0.31	1411	-20%	5%
COc1ccc(/C=N/NC(=O)CCn2cnc(-c3ccccc3)c2-c2ccccc2)cc1	60*	115*	i	56	i	-0.26	-0.18	-0.11	0.14	1%	14	28	51	0.21	957	6%	-23%

Single values from the entries so far:
In NOD2 inhibition, CC(=O)c1ccc2c(c1)c1ccccc1n2CC(C)C has 4%
In MT stabilize HCS Hoechst-high %, CCOc1ccc(NC(=O)N(C2CCCCC2)C2CCN(C(C)=O)CC2)cc1 has 3.5

Further entries follow:
SMILES	bCat nuc transl	bCat nuc transl cell count 5 µM	Autophagy mod	Autophagy mod cell loss 18 h	Yfh1-off respiration	Dynein cargo inh	Dynein cargo inh cytoplasmic EGFP	Dynein cargo inh nuclear GR-EGFP	Dynein cargo inh cell count	M17LAP inhibition	MT stabilize HCS	MT stabilize HCS Hoechst-high %	MT stabilize HCS cytotoxicity %	Insulin prom up	Insulin prom up cell count	NOD1 inhibition	NOD2 inhibition
Cc1ccc(NC(=O)COC(=O)Cn2nc(C)c([N+](=O)[O-])c2C)c([N+](=O)[O-])c1	.	.	i	19	i	3.3	-0.18	0.93	-1.5	-9%	4.4	2.2	3.9	0.43	1300	2%	16%
COC(=O)c1sc(C(F)(F)F)c(-c2ccccc2)c1S(=O)(=O)N(C)C	-3.1	1197	.	.	i	-0.72	-0.23	-0.4	0.12	1%	.	.	.	.	.	-1%	1%
O=S(=O)(NC1CCCC1)c1ccc(S(=O)(=O)N2CCN(c3ccccc3)CC2)cc1	-7.7	1201	i	0	i	0.46	-0.061	0.33	-0.59	-3%	1.5	1.2	4.3	.	.	-23%	1%
COc1cccc(NC(=O)c2nc3nc(C)cc(C(F)F)n3n2)c1	-1.3	1091	.	.	i	-0.8	-0.24	-0.25	0.25	3%	4.5	1.8	9.1	.	.	-25%	1%
COc1ccc(-n2c(O)c(Cc3ccccc3)c(=O)n3nc(-c4ccccc4)c(=O)cc23)cc1	-6.9	717	i	36	i	0.045	-0.25	-0.12	0.51	15%	4.1	1.2	5.2	.	.	-32%	6%
COc1ccc2nc(NCCCO)[nH]c2c1	-6.9	1151	i	-4	i	0.16	-0.14	-0.021	0.68	13%	4.9	2.5	1.8	0.23	1179	-28%	18%
O=C(NC1CCCC1)c1ccc(COCC(F)(F)F)o1	0.0	843	i	-5	i	-1.3	-0.24	-0.42	1.2	-9%	1.4	0.2	25	0.67	1147	-13%	16%
COc1ccc(Nc2cc(C)nc(NCc3ccccc3)n2)cc1	1.2	1207	.	.	i	-0.91	-0.19	-0.52	1.3	-1%	.	.	.	-6.6	507	-2%	15%
C=CCN(C(=O)Nc1ccc(F)cc1)C1CC(=O)N(c2ccc(OC)cc2)C1=O (stereo not given)	0.8	999	i	-3	i	0.39	-0.23	-0.01	-0.33	-4%	5.5	2.2	3.9	-0.08	1766	-43%	-14%
Cn1cc([N+](=O)[O-])c(C(=O)Nc2ccn(Cc3c(F)c(F)cc(F)c3F)n2)n1	-0.1	1112	i	-1	i	-1.2	-0.15	-0.36	0.58	0%	2.1	1.2	1.8	1.4	681	56%	20%
Cc1cc(Oc2ccccc2)nc(OCC#N)n1	.	.	i	-3	i	0.01	-0.27	0.16	0.2	0%	0.9	0.3	21	1.9	1371	10%	10%
CC1(C)Cc2c(sc(N)c2C#N)C(C)(C)N1	-0.3	936	i	-21	i	-0.36	-0.33	0.14	0.25	.	1.8	0.9	8.0	0.63	1559	7%	4%
COc1ccc(-c2cc3cc(OC)c(OC)cc3c(C)n2)cc1C	-0.8	1385	.	.	i	0.052	-0.74	-0.27	0.27	-12%	.	.	.	1.4	792	6%	7%
